HCV core dimer = HCV core protein dimerization inhibition | TR-FRET GST/Flag-core106 dimerization, 1536-well | inhibition, % at 5 µM | 300,000 compounds, 0.33% hits | AID 1899;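 active = inhibition above the mean of all tested compounds plus 3 SD, set per screening campaign, cut at about 45% in these data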
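Assay system: GST-tagged and Flag-tagged HCV core protein residues 1-106 / Times: compound-protein-antibody incubation 4 h at 22.5 °C / Signal: time-resolved FRET, ex 340 nm, em 617 and 671 nm / Evaluation: % inhibition based on acceptor/donor emission ratio / Benchmarks: wells lacking GST-core106 and wells with excess unlabelled core106 / Repeats: singlicate, one well per compound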
CTSL1 counter = counter-screen for PFM18AAP inhibitors: inhibitors of F. hepatica cathepsin L1; recombinant F. hepatica cathepsin L1, Z-Leu-Arg-MCA fluorescence; inhibition, % at 5.96 µM; 300,000 compounds, 0.49% hits;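 active = inhibition above the mean of all tested compounds plus 3 SD, set per screening campaign, cut at about 17% in these data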;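 also: 0% = plate median of test compound wells and 100% = 1 µM Z-Phe-Ala-diazomethylketone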
PP1 counter = PP1-alpha (human) inhibition in PP5 counter-screen; P62136; purified PP1alpha, OMFP fluorescence; inhibition, % at 6.7 µM; 320,000 compounds, 0.9% hits;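 active = inhibition above the mean inhibition of all tested compounds plus 3 SD, computed separately for each screening campaign, cut at about 15% in these data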
Target sequence (P62136 whole entry, looked up): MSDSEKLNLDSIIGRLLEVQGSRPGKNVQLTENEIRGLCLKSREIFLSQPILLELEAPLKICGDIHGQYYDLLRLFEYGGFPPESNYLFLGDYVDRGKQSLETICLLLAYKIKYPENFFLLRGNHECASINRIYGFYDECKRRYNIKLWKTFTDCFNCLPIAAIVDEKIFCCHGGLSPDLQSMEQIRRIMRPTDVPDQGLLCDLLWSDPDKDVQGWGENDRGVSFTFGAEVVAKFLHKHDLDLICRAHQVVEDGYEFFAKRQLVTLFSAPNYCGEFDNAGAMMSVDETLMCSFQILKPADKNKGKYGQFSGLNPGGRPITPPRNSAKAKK
EBNA-1 inh = blocks EBNA-1 binding to DNA. EBNA-1 DNA binding, fluorescence polarization. inhibition, % at 14.8 µM. 300,000 compounds, 0.34% hits. AID 1950; in the data active = inhibition above about 28%
TPT1 inhibitor = inhibitors of Candida albicans tRNA 2'-phosphotransferase TPT1. recombinant caTPT1, FP RNA substrate dephosphorylation. inhibition, % at 5 µM. 300,000 compounds, 0.81% hits. AID 1962;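 active = inhibition above the mean of all tested compounds plus 3 SD, set per screening campaign, cut at about 24% in these data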;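 also: plate controls were DMSO alone for no effect and ferristatin control at 100 nM for full effect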
ZTA DNA inh = blocks Epstein-Barr virus ZTA, an EBNA-1 counter-screen; P03206; ZTA-DNA binding, fluorescence polarization; inhibition, % at 11 µM; 320,000 compounds, 0.15% hits; AID 2234; in the data active = inhibition above about 33%
Target sequence (P03206 whole entry, looked up): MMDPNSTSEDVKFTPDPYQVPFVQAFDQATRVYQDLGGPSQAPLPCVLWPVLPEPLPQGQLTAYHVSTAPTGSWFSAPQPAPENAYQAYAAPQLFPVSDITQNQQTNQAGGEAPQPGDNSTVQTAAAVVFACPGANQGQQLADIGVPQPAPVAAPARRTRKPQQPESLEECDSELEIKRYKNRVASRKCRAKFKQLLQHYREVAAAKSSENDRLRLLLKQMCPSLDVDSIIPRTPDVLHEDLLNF
Efflux pump mplx = blocks antifungal efflux pumps in multiplex yeast assay. inhibition, % at 10 µM. 330,000 compounds, 0.44% hits. AID 485275. S. cerevisiae Candida pump triplex, Nile Red efflux;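 active = plate passing quality check with inhibition over a set limit, or well fluorescence over plate mean plus 4 SD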;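 also: Nile Red retained in pooled yeast measured as flow cytometry median fluorescence; 0% = buffer negative control and 100% = Enniatin B positive control; higher means more Nile Red kept so more efflux inhibition; some compounds called inactive have numbers as strong as hits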
PP5 inh = PP5 (human) phosphatase inhibition | inhibition, % at 6.7 µM | P53041 | AID 1987 | purified PP5c, OMFP substrate fluorescence | 320,000 compounds, 0.18% hits;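 active = inhibition above the campaign's mean inhibition across all tested compounds plus 3 SD, cut at about 9.5% in these data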;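 also: 0% = DMSO only and 100% = 100 µM cantharidin control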
PREPL inh = inhibitors of human prolyl oligopeptidase-like enzyme PREPL | inhibition, % at 5.96 µM | 320,000 compounds, 0.68% hits | recombinant PREPL, fluorescence polarization activity-based probe | Q4J6C6; in the data active = inhibition above about 43%;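 also: 0% = enzyme with DMSO and 100% = wells lacking enzyme; many of its hits are not listed in these tables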
An asterisk follows results filed as active; . = not tested or not shown.

SMILES | HCV core dimer | CTSL1 counter | PP1 counter | EBNA-1 inh | TPT1 inhibitor | ZTA DNA inh | Efflux pump mplx | PP5 inh | PREPL inh
Cn1c(N)c(C(=O)COC(=O)C2=COCCO2)c(=O)n(C)c1=O | 0.8 | 1.5 | 1.8 | 1.5 | -0.1 | -8.8 | 0.0 | -2.1 | 2.8
CCC(=O)N1CCN(c2ccc(NC(=O)c3ccc(C#N)cc3F)cc2Cl)CC1 | -0.7 | -0.1 | -4.1 | 11.6 | -2.3 | 5.5 | 0.0 | -1.3 | 5.2
Cc1ccc(C2CC(=O)NC(SCC(N)=O)=C2C#N)s1 (centres undefined) | -1.2 | 1.2 | 2.8 | 7.0 | -4.0 | -3.6 | -0.3 | -0.1 | 5.0
O=C(Cc1ccc(F)cc1)N1CCC(CC2CC(c3cccc(Br)c3)=NO2)(C(=O)NCC2CCCCC2)CC1 (centres undefined) | 28.2 | 5.3 | 14.3 | 1.2 | -1.1 | 12.7 | 0.1 | 3.2 | -0.2
O=C(OCc1cc2ccccc2[nH]c1=O)c1ccc([N+](=O)[O-])cc1 | 2.0 | -2.8 | -4.4 | 2.7 | -2.0 | 12.4 | -0.1 | -1.3 | -6.4
N#Cc1c(-c2ccc(C(F)(F)F)cc2)cc(-c2ccccc2)[nH]c1=S | 16.3 | -5.5 | 2.4 | 0.2 | 1.8 | 3.6 | -0.1 | -1.0 | 4.8
Cc1ccsc1CN(C)CC(=O)Nc1ccc([N+](=O)[O-])cc1Cl | 6.7 | -0.1 | 5.1 | 3.0 | -1.1 | 6.0 | -0.1 | 2.7 | -5.2
O=C(CN1CCN(Cc2ccccc2)CC1)Nc1ccccc1 | -6.4 | 0.0 | -2.3 | -7.1 | 3.5 | -8.8 | 0.2 | 2.2 | -1.5
O=C1C(=O)N(Cc2cccc([N+](=O)[O-])c2)c2ccccc21 | 3.7 | -0.1 | 0.6 | 5.2 | -0.5 | 7.2 | -0.1 | 0.3 | 13.8
COc1ccc(-c2cc(-c3cccs3)c(C#N)c(SCC(=O)NCc3ccco3)n2)cc1 | 19.9 | 2.6 | 6.6 | 7.5 | 3.9 | 11.4 | 0.2 | -1.1 | -10.3
CC(C)c1nnc(NC(=O)C2CCCCC2)s1 | -10.7 | -1.4 | 1.5 | -1.0 | -3.6 | -14.4 | -0.1 | -2.3 | 1.7
COc1ccc(/C=N/N(CCC(=O)NC(C)(C)C)C2=NS(=O)(=O)c3ccccc32)cc1 | 17.6 | 4.4 | -3.9 | 8.6 | -2.7 | 0.9 | 0.0 | 2.9 | -14.8
COc1ccc(C(=O)N(CN2CCCC2=O)c2cc(C)on2)cc1OC | -11.1 | 2.4 | -3.1 | 3.9 | 0.5 | -6.8 | 0.0 | -1.6 | 14.3
CCc1c(C)c2ccc(OCC(=O)NCC3CCC(C(=O)O)CC3)cc2oc1=O (centres undefined) | -0.9 | -1.9 | -0.9 | 8.9 | 0.9 | 8.1 | -0.1 | -1.9 | -2.9
O=C(Nc1ccc2nc(-c3ccccn3)c(-c3ccccn3)nc2c1)N1CCOCC1 | 0.0 | -2.3 | -1.4 | 4.8 | -13.1 | 4.8 | -0.2 | 2.4 | 0.7
CC1(C)Cc2ccccc2-c2nc3n(c(=O)c21)CCS3 | -4.6 | -7.1 | 0.1 | 0.3 | -5.2 | -23.9 | -0.1 | 2.0 | 6.2
COc1ccccc1CNC(=O)CCNS(=O)(=O)c1ccc2[nH]c(=O)oc2c1 | 14.2 | -0.4 | -0.8 | 7.6 | -0.2 | 11.8 | 0.0 | -1.1 | 1.4
Cc1ccnc(NS(=O)(=O)c2ccc(NC(=O)c3cncc(Br)c3)cc2)n1 | -3.5 | -1.3 | 0.2 | 3.1 | -0.7 | 10.7 | 0.1 | 0.8 | -2.0
COc1ccc(C(=O)Nc2cc3c4c(c2)C(C)C(=O)N4CCC3)c(OC)c1 (centres undefined) | 1.3 | 4.5 | 0.8 | 1.2 | 1.8 | 2.2 | 0.1 | 2.1 | 9.3
Cc1ccc(OCCNC(=O)CCNS(=O)(=O)c2ccc(Br)cc2)cc1 | -8.1 | 0.6 | -4.6 | -3.3 | 0.6 | -3.3 | 0.2 | 1.4 | -86.3
COCCN1Cc2cccc(C(=O)NCc3ccc4c(c3)OCO4)c2C1=O | 1.9 | -1.8 | -7.5 | 5.1 | -0.1 | 0.7 | 0.0 | -0.7 | 5.3
O=C(O)CSc1ncnc2scc(-c3ccc(Br)cc3)c12 | 11.9 | 0.7 | 1.1 | -0.2 | 34.6* | 8.6 | -0.1 | -0.5 | 10.0
CN1C(=O)C2(C(C#N)=C(N)Oc3n[nH]c(-c4ccc(Cl)cc4)c32)c2ccccc21 (centres undefined) | -4.3 | 0.6 | 1.1 | -6.8 | 1.0 | 5.0 | 0.0 | 0.4 | -1.7
CC(C)c1ccc(OCC(=O)Nc2ccc(OC(F)(F)F)cc2)cc1 | -3.1 | -0.4 | 2.4 | 2.7 | 0.8 | 13.2 | 0.0 | -0.5 | -44.6
Cn1cccc1-c1nc2ccc(NC(=O)c3ccco3)cc2[nH]1 | -7.8 | -1.0 | -4.9 | -18.1 | 2.6 | 6.5 | 0.0 | -1.3 | 5.5

Continued:
SMILES | HCV core dimer | CTSL1 counter | PP1 counter | EBNA-1 inh | TPT1 inhibitor | ZTA DNA inh | Efflux pump mplx | PP5 inh | PREPL inh
Cc1cc(C)nc(NCC(O)CNc2ccccc2Cl)n1 (centres undefined) | -6.5 | 2.6 | 2.4 | 5.6 | -3.3 | -0.3 | -0.1 | 1.4 | -2.1
COc1ccccc1CN1CCC(CNS(=O)(=O)c2cc(-c3cc(C)no3)ccc2OC)CC1 | -4.3 | -4.0 | 1.3 | -9.1 | 0.8 | -1.1 | 0.0 | -2.1 | -13.8
COc1ccc(C)cc1NS(=O)(=O)c1ccc(Cl)nc1 | . | . | -5.1 | . | . | 3.4 | -0.2 | 0.8 | 4.5
CCC(C)NC(=O)c1cn(CC)c2cc(N3CCN(C)CC3)c(F)cc2c1=O (centres undefined) | 0.8 | 2.0 | -0.4 | -10.9 | 0.0 | 4.8 | 0.3 | 2.0 | 9.6
CN(C(=O)/C=C/c1ccc2c(c1)OCO2)c1ccccc1 | 3.3 | -7.7 | 9.8 | -16.5 | -2.2 | -5.6 | 0.2 | -2.7 | -0.2
COc1cccc(NC(=O)CSc2nc3ccsc3c(=O)n2-c2ccc(C(=O)O)cc2)c1 | 2.9 | -5.9 | 3.6 | -14.7 | -1.1 | 15.8 | -0.1 | 0.9 | -9.4
COc1ccc(C(C(=O)NC2CCCC2)N(C(=O)c2ccco2)c2ccccc2OC)cc1 (centres undefined) | 18.6 | -2.2 | -3.6 | 3.1 | 0.3 | -7.4 | 0.0 | 0.4 | 10.8
COc1ccc(C)cc1NC(=O)CCNS(=O)(=O)c1cccc2nonc12 | -13.4 | 4.3 | -3.3 | 4.0 | -2.4 | 7.3 | -0.5 | -1.0 | 27.1
CN(CC(=O)Nc1ccc(Cl)c(C(F)(F)F)c1)C(=O)Cc1ccsc1 | -5.5 | 9.7 | -1.0 | -15.5 | -0.9 | -7.7 | -0.1 | 1.4 | 16.2
CCN(CC)CCN1C(=O)C(=O)/C(=C(/O)c2cnn(-c3ccccc3)c2C)C1c1ccc(C)o1 (centres undefined) | -1.7 | -1.5 | 0.6 | 12.5 | 1.3 | 7.8 | 0.0 | 0.6 | 5.2
COC(=O)CN1C(=O)N/C(=C/c2cc(OC)c(OC)cc2C)C1=O | -2.5 | 0.1 | 5.8 | -4.3 | -0.2 | -12.8 | 0.0 | -2.4 | 6.5
O=C(O)/C=C/C(=O)OC1CC2CCC1C2 (centres undefined) | -0.2 | 4.4 | -1.1 | 0.5 | -3.6 | -14.1 | 0.0 | -3.0 | 14.4
CC(=O)Nc1nc(C)cs1 | 6.6 | -4.4 | -10.8 | 4.8 | 6.7 | 13.8 | 0.0 | 0.1 | -3.1
Cc1cc(C)c(Cn2cnc3ccccc32)c(C)c1 | 3.0 | 3.7 | -1.2 | 1.9 | -6.9 | -17.0 | -0.3 | 2.3 | 17.7
CCN(CC)S(=O)(=O)c1ccc(S(=O)(=O)NCc2cccs2)cc1 | -0.1 | 2.0 | -2.9 | 2.9 | -0.5 | -6.9 | -0.1 | -0.8 | -4.3
CCCCN(C)C(=O)c1nc2ccccn2c1CN1CCN(c2ncccn2)CC1 | -11.9 | -8.1 | 1.1 | -3.4 | -1.0 | -14.1 | 0.1 | 3.5 | -1.3
Cc1ccc(Cn2nc(C)c(NC(=O)C3CC3)c2C)cc1 | 7.5 | -6.3 | -1.3 | -11.2 | 2.2 | -3.9 | 0.1 | -0.1 | 29.8
Cc1cc(/C=C2/C(=O)NN(c3ccccc3)C2=O)c(C)n1-c1ccc(O)cc1 | -12.3 | 0.1 | 2.9 | 2.2 | 0.0 | 0.5 | 0.3 | 1.1 | 5.1
Cc1sc2ccc3sccc3c2[n+]1C | -10.2 | -2.1 | -3.1 | 8.5 | -2.8 | -17.5 | 0.1 | 3.8 | -1.9
CC1CCC2(CC1)NC(=O)N(CC(=O)Nc1sc3c(c1C(N)=O)CCC3)C2=O (centres undefined) | 52.2* | 2.5 | 5.7 | -3.4 | 20.6 | 1.3 | 0.0 | 0.1 | 7.8
Cc1ccc(Nc2ncnc3sc(C)c(C)c23)cc1 | 1.8 | 1.2 | -2.8 | 4.9 | -1.7 | -5.9 | 0.1 | 1.3 | 16.7
N#Cc1cccnc1N1CCC(C(N)=O)CC1 | 3.3 | -2.9 | -4.0 | 2.1 | -4.3 | 2.6 | -0.2 | -1.8 | -2.8
O=C1N/C(=N/N=C/c2ccc(O)cc2)SC1Cc1ccccc1 (centres undefined) | -1.6 | 3.5 | 5.9 | 9.5 | 3.0 | 5.0 | 0.1 | -0.9 | -4.3
CC1(C)CC(=O)C(Sc2ccc(Br)cc2)=C(O)C1 | 0.0 | 3.7 | 3.8 | 10.0 | 0.5 | 1.6 | 0.2 | 0.6 | 4.7
CCCCCc1nnc(NC(=O)c2cccc(S(=O)(=O)N3CCOCC3)c2)s1 | . | . | -2.5 | . | . | -12.6 | -0.2 | 3.8 | -1.2
Clc1ccc(-c2csc(N/N=C/c3cccnc3)n2)c(Cl)c1 | -9.2 | 1.7 | -0.7 | 1.8 | 0.1 | 9.4 | 0.0 | 0.9 | 18.2
O=C1C(Cc2ccccc2)Nc2ncnc(N3CCOCC3)c2N1Cc1ccc(Cl)cc1 (centres undefined) | -2.0 | -7.7 | 5.2 | 0.3 | 0.1 | -22.8 | 0.0 | 1.0 | 13.2
COc1ccc(C(=O)N2CCN(c3ccccn3)CC2)cc1[N+](=O)[O-] | -4.6 | -0.3 | -3.2 | 2.5 | 0.5 | -30.7 | -0.1 | -1.2 | -10.2
Cc1ccc(S(=O)(=O)N2CCCC2CNC(=O)C(=O)Nc2ccc(F)cc2F)cc1 (centres undefined) | 7.3 | -0.3 | -4.5 | 18.2 | 3.4 | 14.4 | 0.0 | -0.4 | 3.2

Compound activity (PubChem BioAssay)

Not all compounds are listed, so the mix of outcomes need not match the whole.
